Compound activity as filed in PubChem.
PGE2 EP2 inh – EP2 receptor (human) inhibition; P43116; inhibition, % at 25 µM; C6 glioma cells expressing human EP2, cAMP TR-FRET; cells stimulated with saturating PGE2; AID 1422; hit rate 0.52% among 260,000;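 active = percent inhibition above 40 after rounding to a whole number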;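 also: rat C6 glioma host cells with rolipram phosphodiesterase inhibitor present; the protocol text gives 20 µM as final concentration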
Target sequence (P43116 whole entry, looked up): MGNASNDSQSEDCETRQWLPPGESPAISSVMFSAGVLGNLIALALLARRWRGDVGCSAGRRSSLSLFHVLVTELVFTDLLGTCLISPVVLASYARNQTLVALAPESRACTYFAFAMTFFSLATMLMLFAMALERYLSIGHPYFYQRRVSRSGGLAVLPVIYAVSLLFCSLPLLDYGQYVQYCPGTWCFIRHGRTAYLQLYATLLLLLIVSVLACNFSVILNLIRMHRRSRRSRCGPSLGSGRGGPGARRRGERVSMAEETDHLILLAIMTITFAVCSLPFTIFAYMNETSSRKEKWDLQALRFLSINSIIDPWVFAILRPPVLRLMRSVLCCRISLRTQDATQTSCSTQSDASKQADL
Numbers without * were called inactive.

SMILES	PGE2 EP2 inh
Cn1c(=O)oc2cc(S(=O)(=O)NC3(c4ccc(F)cc4)CC3)ccc21	9
CCc1ccccc1NC(=S)NC1CC2CCCC(C1)N2C1CC1 (configuration not stated)	8
C=CCOC(=O)C1=C[C@@H](c2ccc(C(F)(F)F)cc2)C[C@@H](OCCCCO)O1	8
Cc1cc(Cl)ccc1OCC(=O)Nc1ccccc1N1CCN(S(C)(=O)=O)CC1	14
O=C(c1cccnc1)C1CCN(C(=O)c2ccc(Br)s2)CC1	4
O=C(O)[C@@H]1[C@H](C(=O)NCc2cccnc2)[C@@H]2C=C[C@H]1O2	10
Cc1cccc(NC(=O)CSc2ccc(Cl)cc2)n1	6
CCCOc1cccc(C2C(C(=O)c3ccco3)=C(O)C(=O)N2CCOC)c1 (configuration not stated)	12
CCOc1ccc(N2CC(C(=O)Nc3c(CC)cccc3CC)CC2=O)cc1 (configuration not stated)	9
O=C(Nc1ccc(N2CCCC2)cc1)c1ccc2c(c1)OCCO2	8
CCOc1ccccc1NC(=O)C1CCN(C(=O)c2ccc(Cl)cc2)CC1	10
Cc1nn(Cc2ccccc2)c(C)c1CCC(=O)N1CCn2c(nnc2C2CC2)C1	2
CCn1c(SCC(=O)Nc2cc(Cl)ccc2OC)nnc1-c1ccco1	6
O=C1NC(=O)/C(=C\c2c(OCc3ccccc3)ccc3ccccc23)S1	7
Cc1cc(OCC(O)CN2CCCC2)ccc1C(C)C (configuration not stated)	5
O=C1CCCN1c1ccc(S(=O)(=O)NC2C3CCCCC32)cc1 (configuration not stated)	10
COc1ccc(C(O)CN2CCC3(CC2)CC(O)c2cc(F)ccc2O3)cc1OC (configuration not stated)	7
COc1ccccc1C(=O)NCCN1CCC(O)(c2ccc(F)cc2)CC1	3
O[C@@H]1[C@@H](OCc2ccccc2)OC[C@H](O)[C@H]1O	7
CCOC(=O)c1c(C)cc(O)cc1O	10
COc1ccc(OC)c(NC(=O)C2CCCN(S(=O)(=O)c3ccc(C)cc3)C2)c1 (configuration not stated)	16
COc1cc2[nH]c(=O)c(C(=O)NC3CCCC3)c(O)c2cc1OC	3
Cc1ccccc1-c1nc2cc(NC(=O)C3CC3)ccc2o1	7
O=C(CSCc1ccccc1)Nc1nnc(C2CCCCC2)s1	9
COc1ccc(OC)c(NC(=O)CSc2nncn2N)c1	14

By substructure: those above with a carbonyl joined to an NH by a bond outside any ring
SMILES	PGE2 EP2 inh
Cc1cc(Cl)ccc1OCC(=O)Nc1ccccc1N1CCN(S(C)(=O)=O)CC1	14
O=C(O)[C@@H]1[C@H](C(=O)NCc2cccnc2)[C@@H]2C=C[C@H]1O2	10
Cc1cccc(NC(=O)CSc2ccc(Cl)cc2)n1	6
CCOc1ccc(N2CC(C(=O)Nc3c(CC)cccc3CC)CC2=O)cc1 (configuration not stated)	9
O=C(Nc1ccc(N2CCCC2)cc1)c1ccc2c(c1)OCCO2	8
CCOc1ccccc1NC(=O)C1CCN(C(=O)c2ccc(Cl)cc2)CC1	10
CCn1c(SCC(=O)Nc2cc(Cl)ccc2OC)nnc1-c1ccco1	6
COc1ccccc1C(=O)NCCN1CCC(O)(c2ccc(F)cc2)CC1	3
COc1ccc(OC)c(NC(=O)C2CCCN(S(=O)(=O)c3ccc(C)cc3)C2)c1 (configuration not stated)	16
COc1cc2[nH]c(=O)c(C(=O)NC3CCCC3)c(O)c2cc1OC	3
Cc1ccccc1-c1nc2cc(NC(=O)C3CC3)ccc2o1	7
O=C(CSCc1ccccc1)Nc1nnc(C2CCCCC2)s1	9
COc1ccc(OC)c(NC(=O)CSc2nncn2N)c1	14

Other compounds follow:
SMILES	PGE2 EP2 inh
C/C=C1\COC(C(=O)NCCN2CCCC2)(C(F)(F)F)C=C1C=C1CCCCC1 (configuration not stated)	18
C[C@@H](Cn1nnc2ccccc21)NC(=O)CCc1nc2ccccc2s1	0
Cn1c(=O)c2c(nc(SCCCO)n2Cc2cccc3ccccc23)n(C)c1=O	16
O=C(CCSc1nc(-c2ccc3c(c2)OCO3)cc(C(F)(F)F)n1)NCC1CCCO1 (configuration not stated)	15
O=C(Nc1nnc(SCC(=O)N2CCCCC2)s1)c1ccc(F)cc1	12
O=C(NCCc1nc(-c2ccncc2)n[nH]1)C1(c2ccc(Cl)cc2)CCCCC1	8
C=CCSc1nnc2c(n1)-c1cccc3cccc-2c13	16
Cc1ccc2cc(CN(CCCN(C)C)C(=O)Nc3ccc(F)cc3)c(=O)[nH]c2c1C	7
COc1ccc(-c2cc(C#N)on2)c(OC)c1	7
COc1ccc(C2(NC(=O)c3ccc(N4CCCCS4(=O)=O)cc3)CCCC2)cc1	7
CC1c2ccsc2CCN1Cc1ccccc1-n1cccn1 (configuration not stated)	8
COc1ccc2cc(C)c3nnc(SCC(=O)Nc4cccc(C)c4C)n3c2c1	19
CCN(CC)C(=O)CN1CCC(c2ccc(F)cc2)CC1	5
CCn1nnc(NC(=O)c2ccc(Cl)cc2)n1	6
CCOc1ccc(/C=C2/SC(=O)NC2=O)c(OCC)c1	15
CCn1c(SCC(=O)Nc2nc3ccccc3s2)nnc1C(C)C	12
CC1CCN(C(=O)Cn2c(SCC(N)=O)nc3ccccc32)CC1	15
COc1ccc2[nH]cc(CCNC(=O)C3CCN(c4nc5ccccc5n4C)CC3)c2c1	7
Cc1ccc(Cn2c(C(CO)Nc3nc(-c4ccc(F)cc4)cs3)nc3ccccc32)cc1 (configuration not stated)	15
Cn1c(SCC(=O)Nc2ccc(Cl)cc2)nnc1C1CCCCC1	8
COc1ccc(CCNC(=O)CSc2nc(C(C)C)nc3sc4c(c23)CCCC4)cc1OC	16
CCN1CCN(S(=O)(=O)c2ccc(C(=O)O)cc2)CC1	5
COC(=O)[C@H]1CN(C(=O)CN2CCCC2=O)C[C@@H]1c1ccc(F)cc1	8
CCCOc1ccc(C(=O)Nc2sc3c(c2C#N)CCCC3)cc1	7
Cc1[nH]nc2c1C(c1cc(Br)ccc1OCc1ccccc1)C(C#N)=C(N)O2 (configuration not stated)	10
Next section
SMILES	PGE2 EP2 inh
COC(=O)c1sc(N2C(=O)C(=O)/C(=C(\O)c3ccc(OC)c(C)c3)C2c2cccnc2)nc1C (configuration not stated)	53*
O=C1CSC(=O)N1c1ccc(F)cc1	12
CCCS(=O)(=O)N1CCCC(c2nc3c(nnn3Cc3c(Cl)cccc3Cl)c(=O)[nH]2)C1 (configuration not stated)	10
CCCC(=O)c1c(C)nc2c(c1-c1ccc(OC)c(OC)c1)C(=O)c1ccccc1-2	10
O=c1[nH]c2ccccc2n2nnnc12	7
COc1ccc(F)cc1S(=O)(=O)N1CCN(c2ccccc2)CC1	10
O=C1OC2(CCCC2)OC(=O)C1=Cc1ccc(N2CCOCC2)o1	5
COc1ccccc1NC(=O)c1cc2c(n(-c3ccccc3)c1=O)CCCC2=O	11
COC(=O)C1=CNC=C(C(=O)OC)C1c1cccc(F)c1	9
CC(=O)Nc1ccc2nc(NC(=O)c3cccc(OC(C)C)c3)sc2c1	11
COC(=O)[C@H](c1ccccc1Cl)N1CCc2sccc2C1	8
COc1ccc(C(=O)N2CCN(Cc3ccco3)CC2)cc1OC	11
COc1ccc(CNC(=O)CSc2nc3cc(Cl)c(C)cc3cc2C#N)cc1	14
COc1cccc(CN(Cc2cn[nH]c2C(C)(C)C)CC2CCCO2)c1OC (configuration not stated)	11
CCN(CC)C(=O)CSc1nnc2n(CC(=O)NC3CCCCC3)c3ccccc3n12	9
COc1ccc2[nH]c(=O)c(CN(Cc3ccco3)C(c3nnnn3C3CCCC3)C(C)C)cc2c1 (configuration not stated)	6
Cc1ccc(C2C(C#N)=C(N)Oc3n[nH]c(-c4cc(C)sc4C)c32)s1 (configuration not stated)	16
O=C(N[C@]1(C(=O)O)C[C@H]1c1ccccc1)c1ccccc1	14
Cc1ccc(NC(=O)CSc2nnc3n(CC(=O)N4CCCC4)c4ccccc4n23)c(C)c1	6
Cc1ccc(Cn2c(SCC(=O)N3CCCCC3)nc3c2c(=O)n(C)c(=O)n3C)cc1	10
CC1CCc2c(sc3ncn4c(SCC(=O)N5CCc6ccccc65)nnc4c23)C1 (configuration not stated)	17
CC(=O)Oc1c(C)cccc1C(=O)O	13
CCc1nn(CC(N)=O)c(=O)c2cc3occc3n12	7
Cc1occc1-c1nnc(SCC(N)=O)n1CC1CCCO1 (configuration not stated)	13
Cc1ccc(C)c2nc(SCC(=O)NCc3ccccc3)c(C#N)cc12	16
Further compounds follow:
SMILES	PGE2 EP2 inh
Cc1ccc(-c2nnc(SCC(=O)Nc3ccc4c(c3)OCCO4)n2C)cc1	9
CC1CCN(S(=O)(=O)c2cccc(C(=O)Nc3cccc(O)c3)c2)CC1	11
CCc1nn(CC(=O)N2CCCCC2C)c(=O)c2cc3occc3n12 (configuration not stated)	8
CCc1ccccc1NC(=O)Cn1nnc(-c2ccc(OC)c(OC)c2)n1	6
COc1ccc(NC(=O)NC2(C)CCS(=O)(=O)C2)cc1 (configuration not stated)	6
Cc1ccc(S(=O)(=O)N2CCCCC2)c2nsnc12	5
CC[C@@H](Cn1nc(-c2cccs2)ccc1=O)NC(=O)CN1Cc2ccccc2C1=O	8
Cc1csc(NC(=O)CSc2nnc(CNC(=O)c3ccccc3F)n2C)n1	7
CCc1ccc(NC(=S)N(CCN(C)C)Cc2cc3cc(CC)ccc3[nH]c2=O)cc1	10
COC(=O)[C@H]1CN(C(=O)CCc2c(C)noc2C)C[C@@H]1c1ccc(F)cc1	3
COc1cccc(C2C(C(=O)Nc3ccccc3OC)=C(C)NC3=C2C(=O)CC(C)(C)C3)c1 (configuration not stated)	12
O=C(/C=C/c1ccc(Cl)c(Cl)c1)c1ccc2c(c1)OCCO2	6
COC(=O)C1=C(C(=O)OC)[C@@H]2N(C)c3ccc(OC)cc3[C@@]23C[C@@H](C(=O)OC)N(C(=O)c2cc(C)oc2C)C3=N1	6
CC1CCc2cc(F)ccc2N1C(=O)CSc1nnc(-c2ccccc2O)n1CC1CCCO1 (configuration not stated)	2
COC(=O)C1N[C@@H]([C@@H](NC(=O)COc2ccccc2)C(=O)NCc2ccsc2)SC1(C)C (some centres not stated)	4
CCOC(=O)Cn1cc(C2C(C#N)=C(N)Oc3n[nH]c(C)c32)c2ccccc21 (configuration not stated)	12
COc1ccccc1NC(=O)c1sc(NC(=O)Cc2ccccc2)c(C#N)c1C	10
COC(=O)c1sc(NC(=O)c2cccc(OC)c2)c(C#N)c1C	13
Cn1c(N2CCN(S(=O)(=O)c3ccc(C(F)(F)F)cc3)CC2)nc2ccccc21	8
O=C(Nc1ccc(N2CCCCC2)cc1)c1ccc2c(c1)OCO2	5
CC1=C(C(=O)OCc2ccccc2)C(c2ccc3c(c2)OCO3)NC(=O)N1CCCC(=O)O (configuration not stated)	21
COc1ccc(Cc2nnc(NC(=O)c3cc(Cl)ccc3OC)s2)cc1OC	16
CCn1ncc(S(=O)(=O)NCC(O)COc2ccc(C)cc2)c1C (configuration not stated)	6
C=Cn1cc(CN(Cc2ccccc2OC)CC2CCCO2)c(C)n1 (configuration not stated)	8
Cc1cc(C)c(C)c(S(=O)(=O)N2CCCC2C(=O)O)c1C (configuration not stated)	5

3 of these compounds, set out differently:
compound: CC1CCN(S(=O)(=O)c2cccc(C(=O)Nc3cccc(O)c3)c2)CC1
  PGE2 EP2 inh: 11
compound: CCc1nn(CC(=O)N2CCCCC2C)c(=O)c2cc3occc3n12 (configuration not stated)
  PGE2 EP2 inh: 8
compound: CCc1ccccc1NC(=O)Cn1nnc(-c2ccc(OC)c(OC)c2)n1
  PGE2 EP2 inh: 6

(cont.)
SMILES	PGE2 EP2 inh
CCn1c(=O)/c(=C2/Sc3ccc(OC)cc3N2C)s/c1=C1/SC(=S)N(C)C1=O	11
Cc1c(C(N)=O)sc2ncn(Cc3ccccc3Cl)c(=O)c12	10
COc1ccc(OCc2nnc(SCc3ccc(Cl)cc3)n2C)cc1	14
COc1ccc(C(=O)Nc2sc(C(=O)Nc3ccccc3OC)c(C)c2C#N)cc1	15
COc1ccc2nc(CN3CCc4nc(N5CCC(C)CC5)[nH]c(=O)c4C3)ccc2c1	8
CCCOc1ccc(N2CC(C(=O)Nc3ccc(F)cc3F)CC2=O)cc1 (configuration not stated)	10
CC(=O)Nc1cccc(NC(=O)CSc2nc3cc4c(cc3cc2C)OCCO4)c1	17
COc1ccc(NC(=O)N2C3CCCC2CC(NC(C)=O)C3)cc1 (configuration not stated)	8
Cc1nnc2sc(-c3cccc(NC(=O)c4ccco4)c3)nn12	12
COc1cccc(NC(=O)N2CCCC2C(=O)Nc2cccc(NC(C)=O)c2)c1 (configuration not stated)	7
Cc1cc(N2CCCCC2CCO)n2nc(-c3ccc(F)cc3)cc2n1 (configuration not stated)	7
COc1ccc2[nH]c(=O)c(CN(Cc3cccs3)C(=O)Nc3ccc(F)cc3)cc2c1	13
CCC(C)(C)n1nnnc1C(C(C)C)N(Cc1ccccc1)Cc1cc2cc(C)c(C)cc2[nH]c1=O (configuration not stated)	11
COc1ccc(C(O)CN2CCC(O)(c3cccc(C)c3)CC2)cc1OC (configuration not stated)	3
COc1ccc2cc(CN(Cc3cccs3)S(=O)(=O)c3ccc4c(c3)OCCO4)c(=O)[nH]c2c1	18
COc1cc2cc(CN(CCO)S(=O)(=O)c3ccc(Cl)cc3)c(=O)[nH]c2cc1OC	7
C[N+]1(Cc2cc3ccccc3o2)CCCCC1	15
COc1ccc(NC(=O)CSc2cc(C)c3ccc(C)c(C)c3n2)cc1	10
CCn1c(SCC(=O)Nc2ccccc2OC)nnc1C1CCCCC1	9
CCN(CC)S(=O)(=O)c1ccc(-c2nnc(SCC(=O)O)n2CC)cc1	6
CS(=O)(=O)N1CCc2cc(-c3csc(NC(=O)CCc4ccccc4)n3)ccc21	9
O=C(Cn1nnc(-c2ccc(N3CCOCC3)cc2)n1)c1ccc2c(c1)OCCO2	8
Cc1cc(NCCN(C)C)n2nc(-c3ccc(Cl)cc3)cc2n1	10
CC1(C)CC[C@@]2(C(=O)O)C(C1)C1=CCC3[C@@]4(C)CC[C@H](O)C(C)(C)C4CC[C@@]3(C)[C@]1(C)C[C@@H]2O (some centres not stated)	9
O=C(CN1CCN(Cc2ccc3c(c2)OCO3)CC1)N1CCOCC1	19

An excerpt (hit frequency here may not be typical).
